From PubChem
ELG1 DNA repair = ELG1-dependent DNA repair inhibition; HEK293T ELG1-luciferase reporter, luminescence, 16 h; DNA damage induced by 5-fluorouridine; Potency, µM (titrated, usually from 46.1 µM), inactives show at the top dose activity change, negative = inhibition, usual class: inhibitors; 330,000 compounds, 2.3% hits; AID 504467; also: potency is read from the fitted curve at half-maximal effect; % is scaled to controls: 0 for no effect and ±100 for the full control effect; nearly all actives have a fitted effect of over 55% in size
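Cells (2,000 per well) received 5-fluorouridine plus test compound or DMSO and were incubated 16 hr at 37 °C, 5% CO2. Luciferase activity was read by luminescence 30 min after ONE-Glo addition; signal suppression marked inhibition of damage-induced ELG1 function.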
TCR act = activates T cell receptor signaling | Potency, µM (series often up to 9.22 µM), for the others: top-dose activation of IL-2 secretion, usual class: activators | 330,000 tested, under 10 active | primary human leukocytes, anti-CD3, IL-2 HTRF, 48 h; also: % of control where 0% means no effect
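Activity was scored as IL-2 release from primary human leukocytes given only a TCR signal (a-CD3 beads) plus compound for 48 hr. Detection used a two-antibody HTRF format read at 665nm.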
Mito fusion yeast = inhibitors of mitochondrial division or activators of mitochondrial fusion; Potency, µM (doses to about 46.1 µM), without a hit: top-dose growth rescue (activation), hits mostly activators; AID 485298; S. cerevisiae fusion-defective mutant growth rescue, CellTiterGlo 48 h; 320,000 compounds, 0.23% hits;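 also: potency is read from the fitted curve at half-maximal effect; % of control where 0% means no effect; nearly all actives have a fitted effect of over 45% in size; temperature-sensitive fusion mutants such as fzo1-1 at 37 °C on non-fermentable ethanol glycerol medium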
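Compounds are tested for their ability to restore growth of mitochondrial fusion-defective yeast strains at non-permissive 37C in YPEG medium over 48 hours. Viability is quantified by luciferase luminescence.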
uPA generation = cell surface uPA generation inhibition | cell surface uPA generation assay, qHTS | Potency, µM (titrated, usually from 38.3 µM), inactives show at the top dose activity change, negative = inhibition, actives largely listed as inhibitors | 330,000 compounds, 0.31% hits; active = well fitted inhibition curve with a large enough effect; inconclusive = small, poorly fitted or top-dose-only effect; inactive = no such curve, though single readings can be large or run the other way; tested in mouse RAW 264.7 cells; also: potency is read from the fitted curve at half-maximal effect; % is scaled to controls: 0 for no effect and ±100 for the full control effect; nearly all actives have a fitted effect of over 55% in size
BCR signal inh = chronic active BCR signaling inhibition | ABC-DLBCL IkBa-CBG/CBR reporter, luminescence ratio, 4 h | Potency, µM (titrated, usually from 46.1 µM), inactives show top-dose ratio change, negative = lower green/red ratio, usual class: inhibitors | 340,000 compounds, 0.05% hits | AID 493014; active = well fitted inhibition curve with a large enough effect in the signal ratio, with a control signal flat, not every such curve was filed as active; inconclusive = small, poorly fitted or top-dose-only effect, or effect the other way, or a change in a side signal; the % refers to the signal ratio;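 also: potency is read from the fitted curve at half-maximal effect; plate controls were basal doxycycline-induced cells for no effect and cells given 10 µM MG132 for full effect; MG132 reads +100%, hits lower the ratio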
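Concentration-response series (up to 46 uM) were applied to TMD8 dual-reporter cells for 4 h at 37C with doxycycline. Green/red ratio, after filter-overlap correction, defined %Activity; red signal alone was normalised to basal cells and zero luminescence.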
Tb PFK block = T. brucei PFK enzyme inhibition; O15648; T. brucei PFK, ADP-Glo luminescence; Potency, µM (highest dose often 57.5 µM), inactives show top-dose activity, negative = inhibition, actives largely listed as inhibitors; 330,000 compounds, 0.17% hits; AID 485367;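 also: potency is read from the fitted curve at half-maximal effect; 0% = uninhibited 1x PFK enzyme wells and -100% = no-enzyme wells; nearly all actives have a fitted effect of over 60% in size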
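ADP-Glo luminescence quantified ADP after 45 min at room temperature, with 1.25 nM T. brucei PFK, 0.1 mM ATP and 0.5 mM fructose-6-phosphate in pH 8.0 TEA buffer. qHTS titrations up to 57 µM; curves classified by quality.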
Eya2 phos inh = inhibitors of human Eya2 phosphatase activity | O00167 | recombinant Eya2, OMFP fluorescence dephosphorylation (OMFP is methylfluorescein phosphate) | Potency, µM (top dose mostly 76.9 µM), for inactives: at the top dose activity, negative = inhibition, hits mostly inhibitors | 330,000 compounds, 0.006% hits; also: potency is read from the fitted curve at half-maximal effect; % is scaled to controls: 0 for no effect and ±100 for the full control effect
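Eya2 protein (added as 0.2 uM solution) was preincubated with compound for 10 min at ambient temperature in 50 mM HEPES pH 7.5, 50 mM NaCl, 5 uM MgCl2, 0.05% BSA, 1 mM DTT. OMFP (added at 50 uM) then reacted 10 min; fluorescence read at 485/525 nm.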
PTAP TSG101 blk = blocks PTAP/TSG101 interaction to inhibit HIV-1 budding; 340,000 tested, under 10 active; Fluorescence polarization, FITC-PTAP peptide / Tsg101 binding; Potency, µM (titrated, usually from 115 µM), for the others: at the highest dose activity change, negative = inhibition, actives largely listed as inhibitors; AID 493005; active = well fitted inhibition curve with a large enough effect in the main read-out, with a control signal flat, not every such curve was filed as active; inconclusive = small, poorly fitted or top-dose-only effect, or effect the other way, or a change in a side signal; inactive = no such curve, though single readings can be large or run the other way; also: potency is read from the fitted curve at half-maximal effect; % of control where 0% means no effect
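Fluorescence polarization binding of Tsg101 binding domain (10 uM final) to FITC-labeled PTAP peptide (50 nM final) in HEPES pH 7.5 buffer with NaCl, Tween 20, EDTA, TCEP. Compounds added before peptide; binding 20 min at RT.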
B2AR arrestin = recruits beta-arrestin to the human beta2-adrenergic receptor. 330,000 compounds, 0.02% hits. beta-arrestin recruitment to beta2AR, cell-based reporter. Potency, µM (doses to about 46.1 µM), for inactives: at the highest dose activation, hits mostly activators. P07550;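 also: potency is read from the fitted curve at half-maximal effect; 0% = DMSO controls and full agonism = EC100 isoproterenol or metaproterenol; nearly all actives have a fitted effect of over 65% in size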
Target sequence (P07550 whole entry, looked up): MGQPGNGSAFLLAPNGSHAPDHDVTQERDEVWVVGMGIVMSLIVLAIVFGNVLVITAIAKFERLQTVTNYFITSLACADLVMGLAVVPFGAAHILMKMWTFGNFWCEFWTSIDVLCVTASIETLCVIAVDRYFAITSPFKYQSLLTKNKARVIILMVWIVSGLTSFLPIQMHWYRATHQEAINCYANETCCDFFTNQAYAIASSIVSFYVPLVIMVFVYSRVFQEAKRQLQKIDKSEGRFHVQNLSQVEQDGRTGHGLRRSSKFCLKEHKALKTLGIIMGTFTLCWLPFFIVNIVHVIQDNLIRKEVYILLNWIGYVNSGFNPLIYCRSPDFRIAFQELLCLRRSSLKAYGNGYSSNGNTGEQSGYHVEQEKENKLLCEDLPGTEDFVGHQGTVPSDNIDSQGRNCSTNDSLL
TSHR antag = antagonists of human thyroid stimulating hormone receptor. 330,000 compounds, 0.2% hits. P16473. activity change, negative = inhibition, % at 11.5 µM. TSHR-expressing cells, TSH-stimulated cAMP HTRF, 2 h; active compounds read low. AID 504810;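 active = activity change below a set negative limit, meaning inhibition stronger than a set level, cut at about -70% in these data; inconclusive = activity change between two set negative limits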; also: % is scaled to controls: 0 for no effect and ±100 for the full control effect
Target sequence (P16473 whole entry, looked up): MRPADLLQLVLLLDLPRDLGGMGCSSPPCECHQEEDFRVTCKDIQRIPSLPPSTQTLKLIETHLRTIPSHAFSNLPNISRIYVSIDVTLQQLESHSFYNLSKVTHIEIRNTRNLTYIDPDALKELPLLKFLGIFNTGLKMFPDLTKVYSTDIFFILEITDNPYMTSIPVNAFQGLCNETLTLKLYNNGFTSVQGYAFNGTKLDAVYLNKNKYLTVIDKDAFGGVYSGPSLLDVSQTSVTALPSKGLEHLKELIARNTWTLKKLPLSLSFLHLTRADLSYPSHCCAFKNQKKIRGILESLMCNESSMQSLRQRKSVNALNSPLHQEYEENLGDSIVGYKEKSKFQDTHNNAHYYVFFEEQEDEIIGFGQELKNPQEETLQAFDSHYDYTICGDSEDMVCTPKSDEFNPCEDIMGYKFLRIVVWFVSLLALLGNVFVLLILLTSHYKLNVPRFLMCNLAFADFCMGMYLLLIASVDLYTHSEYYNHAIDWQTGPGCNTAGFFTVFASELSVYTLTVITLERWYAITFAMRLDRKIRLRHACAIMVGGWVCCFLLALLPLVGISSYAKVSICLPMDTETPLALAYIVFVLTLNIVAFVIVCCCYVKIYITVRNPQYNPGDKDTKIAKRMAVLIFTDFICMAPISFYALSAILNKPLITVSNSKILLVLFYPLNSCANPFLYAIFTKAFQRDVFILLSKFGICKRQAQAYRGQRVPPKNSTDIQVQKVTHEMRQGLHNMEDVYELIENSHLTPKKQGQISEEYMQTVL
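Competitive HTRF cAMP read-out (cryptate anti-cAMP antibody, cAMP-d2; 30 min, room temperature) in freshly harvested TSHR cells. Compounds added before TSH at EC80 (4nM final), followed by 2 hours' incubation at 37 deg C.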
USP2a inh = USP2a (human) protease inhibition; O75604; USP2 core, Ub-CHOP2 coupled fluorogenic reporter, 485/531; Potency, µM (series often up to 38.3 µM), for inactives: at the top dose activity change, negative = inhibition, most hits filed as inhibitors; 330,000 compounds, 0.01% hits;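 also: potency is read from the fitted curve at half-maximal effect; plate controls were DMSO wells for no effect and full inhibition by NEM control for full effect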
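Deubiquitinase activity read as fluorescence (485/531 nm) after Ub-CHOP2 cleavage activates the enterokinase reporter on its substrate; USP2 core 10nM, Ub-CHOP2 and substrate 25nM each, 30min compound preincubation then 60min RT; data normalized to NEM, curves fitted.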
Starred values were filed as active, the others as inactive; ? = inconclusive; / = not tested or not shown; [ ] = remark or other dose. Unless noted, calls follow the shape of the dose curve; as a rule, active = well fitted curve in the direction sought with a large enough effect; inconclusive = small, poorly fitted or top-dose-only effect, or another doubt; inactive = no such curve, though single readings can be large; an effect the other way counts as inactive or inconclusive. Rows were taken by chance (roughly 3% active in at least one column).

SMILES | ELG1 DNA repair | TCR act | Mito fusion yeast | uPA generation | BCR signal inh | Tb PFK block | Eya2 phos inh | PTAP TSG101 blk | B2AR arrestin | TSHR antag | USP2a inh
COc1ccc(CN(CC(=O)NCc2ccccc2)C(=O)CCC(=O)Nc2ccccn2)cc1 | 1% | -5% | 6% | 0% | 2% | -4% | -1% | -3% | 0.4% | 40 | 1%
COc1ccc(C2C(=O)N(C3CCCCC3)CC(=O)N2CCc2ccccc2)cc1OC (configuration not stated) | 10% | -1% | 8% | / | -4% | 4% | -28% | -6% | -0.2% | 7 | 7%
COc1ccc(CCC(=O)NCCOc2ccc(Cl)cc2)cc1 | 8% | 3% | -3% | 5% | 3% | 0% | -3% | -5% | -0.9% | -2 | 0%
COc1ccc(CSc2nc(N3CCOCC3)c3c(c2C#N)CC(C)(C)OC3)cc1 | 0.92µM* | -6%[46.1 µM] | 8% | 2% | ? | -2% | 1% | -4% | -0.1% | -2 | -1%
COc1cccc(NC(=S)NNC(=O)C(C)n2nc(C)c([N+](=O)[O-])c2C)c1 (configuration not stated) | -1% | / | 2% | / | -16% | -6% | -5% | -5% | -0.5% | 1 | 2%
O=C(CSc1nnc(Cn2c(=O)sc3ccccc32)n1CCc1ccccc1)N1CCCC1 | 5% | -2%[46.1 µM] | -3% | -1% | 3% | -4% | -10% | 0% | -0.9% | 0 | 0%
Cc1cccc(-c2nnc(SCC#N)n2C)c1 | 3% | 4% | -6% | 6% | 5% | 1% | 3% | -5% | 0.0% | 7 | 2%
CC1Sc2ccc(C(=O)Nc3ccccc3OC(F)F)cc2NC1=O (configuration not stated) | ? | 1% | 7% | 11% | ? | -8% | 4% | 0% | 0.2% | -5 | 2%
C=CCNC(=O)C(=O)c1c(-c2ccccc2)[nH]c2ccccc12 | -1% | -5% | -3% | -1% | 3% | 0% | 1% | -1% | -0.3% | 8 | -1%
C/C(CCc1ccc2c(c1)OCO2)=N\N=C(/N)SC1CC(=O)N(c2ccccc2F)C1=O (configuration not stated) | -5% | 3% | -5% | -4% | -3% | 0% | -7% | -2% | -0.7% | 52 | 4%
CCOc1cc(/C=C\c2nc(O)c([N+](=O)[O-])c(=O)[nH]2)ccc1OC(C)C | 1% | 1% | 5% | 6% | 3% | -7% | ? | -3% | 0.4% | 8 | -1%
CCC1(c2ccc(F)cc2)NC(=O)N(CC(=O)Nc2ccc(-c3nc4ccc(C)cc4s3)cc2)C1=O (configuration not stated) | ? | -9%[46.1 µM] | 6% | -5% | 13% | 0% | 1% | 1% | 0.3% | 6 | -7%
COc1ccc(CCC(=O)Nc2ccc(C)c(S(=O)(=O)N(C)C)c2)cc1OC | ? | -9%[46.1 µM] | -2% | -4% | -6% | 4% | -8% | 0% | -0.3% | -4 | -6%
CCOc1ccccc1-n1c(SCC(N)=O)nc2ccccc2c1=O | 18% | -8% | 0% | / | -12% | 5% | 13% | -2% | -0.3% | -8 | 1%
Cn1c(SCC(=O)NNC(=O)Cc2ccccc2)nnc1-c1ccccc1 | 17% | -3%[46.1 µM] | -3% | 3% | -8% | -4% | -6% | 2% | 0.3% | 3 | 0%
Cc1cc(S(=O)(=O)Nc2nc(CN3CCOCC3)nc3sc4c(c23)CCC4)ccc1F | 2% | -5%[46.1 µM] | / | -1% | 5% | -3% | 4% | 1% | 0.1% | -4 | -2%
O=C(NC12CC3CC(CC(C3)C1)C2)N1CCC(n2nnc3ccccc32)CC1 | -14% | / | 0% | 1% | 7% | -4% | 12% | -9% | 0.1% | 2 | 1%
COCCN(C(=O)CCC(=O)Nc1ccccn1)C(C(=O)NC(C)C)c1ccc(C)cc1 (configuration not stated) | -5% | 1% | -8% | -1% | 2% | 3% | -2% | -1% | -0.7% | -15 | 0%
O=C(CCCSc1nnc(-c2cccs2)n1CC1CCCO1)c1ccccc1 (configuration not stated) | ? | 3% | 2% | 1% | -8% | -4% | -15% | -4% | 0.2% | -8 | -5%
CCc1cc(C(=O)N=Nc2c(O)[nH]c3c(Br)cc(Br)cc23)c2ccccc2n1 | ? | -4%[46.1 µM] | 11% | -11% | -10% | 0% | -18% | -11% | -0.7% | -6 | -5%
COc1cc(/C=N/NC(=O)CCC(=O)Nc2ccc(Br)cc2)ccc1O | 2% | 12% | -17% | 3% | -9% | 7% | -1% | -2% | 0.0% | 4 | 7%
COc1cccc(/C=C2\SC(=O)N(CCC(=O)NNC(=O)c3cccc(Cl)c3)C2=O)c1 | 7% | -4%[46.1 µM] | -5% | -9% | ? | -7% | -4% | 0% | -0.7% | 5 | 0%
Cc1cc(C)cc(N(CC(=O)NCCSCc2ccco2)S(C)(=O)=O)c1 | 0% | / | 5% | -6% | -1% | -1% | -1% | 0% | 0.1% | -5 | 3%
Cc1ccc2nc(NCC(N)=O)nc(-c3ccccc3)c2c1 | 0% | -1% | -19% | -9% | ? | -3% | -4% | 0% | -0.9% | -6 | 1%
Cc1cc(C)c2c(N)c(C(=O)c3ccc(Cl)c(Cl)c3)sc2n1 | -1% | -5% | -9% | 14% | ? | -9% | -1% | 3% | -0.2% | 0 | 2%
SMILES | ELG1 DNA repair | TCR act | Mito fusion yeast | uPA generation | BCR signal inh | Tb PFK block | Eya2 phos inh | PTAP TSG101 blk | B2AR arrestin | TSHR antag | USP2a inh
O=C(NCCN1CCOCC1)C1CCN(c2ncnc3c2sc2cccc(F)c23)CC1 | ? | 3% | -5% | -3% | -13% | 2% | 17% | -4% | 0.1% | 7 | 1%
COc1ccccc1CN1CCCCCC1 | -5% | / | 1% | 0% | 3% | -7% | 11% | -1% | -0.6% | 1 | 4%
O=C(NN1C(=O)C2C3C=CC(C3)C2C1=O)c1ccco1 (configuration not stated) | 6% | -1%[46.1 µM] | -15% | 4% | 2% | 7% | 1% | 2% | -1.1% | 7 | 3%
O=C(CCS(=O)(=O)Cc1ccccc1)Nc1ncc([N+](=O)[O-])s1 | 0% | 5% | -2% | -12% | 1% | 2% | -2% | 1% | 0.0% | -31 | 1%
CN(Cc1cc([N+](=O)[O-])c2cccnc2c1O)C1CCCCC1 | 20% | 4%[46.1 µM] | -1% | / | -4% | -4% | 0% | / | -0.2% | 11 | 0%
COc1cccc(C2CC(c3cccs3)=NN2C(=S)Nc2ccccc2)c1OC (configuration not stated) | -16% | -2% | 3% | 15% | 8% | 0% | -12% | -2% | -3.4% | 0 | 2%
CC(NC(=O)C1CCCN(S(=O)(=O)N2CCOCC2)C1)c1ccccc1 (configuration not stated) | ? | -3% | 0% | -8% | 1% | -17% | 4% | -2% | 0.0% | 1 | 2%
CCc1ccc(/C(C)=N/NC(=O)c2c[nH]c3ccccc23)s1 | 12% | -3% | -4% | -6% | ? | 1% | -16% | -5% | -0.3% | -4 | 1%
O=C(Nc1nnc(-c2ccco2)s1)C1CC1 | ? | -2% | 4% | 2% | 7% | 1% | 0% | -8% | -0.9% | -4 | 2%
CCOC(=O)c1c(C)[n+]([O-])c2ccc3c(non3O)c12 | -15% | 10% | 22% | ? | 1% | 1% | 8% | 0% | 0.2% | -13 | 0%
N#CC1=C(c2ccc(-c3ccccc3)cc2)COC1=O | ? | -1% | 3% | 10% | 5% | 0% | 14% | 0% | -0.2% | -14 | -1%
N#Cc1ccccc1NC(=O)c1cc(=O)c2ccccc2o1 | ? | -4% | -1% | -2% | -17% | 0% | -8% | -1% | -0.6% | 0 | 0%
C=CCN=Cc1c(C)[nH]n(-c2ccccc2)c1=O | ? | -8% | -1% | 6% | 17% | -6% | 5% | -5% | 0.1% | 3 | 2%
CCC(=O)NCCc1nc2cc(NC(=O)c3ccccc3OC)ccc2n1C | ? | 7% | 2% | -41% | ? | -1% | -28% | -5% | 0.1% | 3 | 2%
COc1ccc(N2CCN(C(=O)COC(=O)c3ccc(OC(F)F)cc3)CC2)cc1 | -14% | 1% | 5% | -4% | ? | -6% | 17% | -5% | 0.1% | -15 | 3%
CCOCc1c(C(=O)N2CCN(CC(=O)Nc3ccc(F)cc3)CC2)oc2ccccc12 | -15% | 6% | 14% | -6% | ? | -3% | 21% | -5% | -0.1% | -2 | 3%
CCc1ccc2nc(SCC(=O)Nc3ccccc3N3CCOCC3)c(C#N)cc2c1 | ? | -1% | -18% | -5% | 1% | 0% | -11% | -6% | 0.4% | -2 | 2%
COc1ccc(-c2noc(CSc3nc(-c4ccccc4)cc(=O)[nH]3)n2)cc1OC | -4% | 5% | 2% | 2% | ? | 0% | 14% | 0% | -0.1% | 11 | 1%
